# tuberculosis growth: growth inhibition of non-replicating M. tuberculosis (AID 488890); one-dose inhibition, % at 25 µM; IC50 in µM for titrated hits; Mycobacterium tuberculosis non-replicating, growth inhibition; higher % means a stronger effect; hit rate 0.39% among 320,000; in the data active = a potency from the dose series; inconclusive = inhibition mostly from about 82% at the one dose, without a potency; inactive = the rest, 99 in 100 with inhibition below about 76%;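 also: plate controls were DMSO cells for no effect and high antibiotic wells for full effect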
# H37Rv inhibition: M. tuberculosis growth inhibition, HTS (AID 449762); M. tuberculosis H37Rv growth inhibition, 7H9 media; higher % means a stronger effect; one-dose inhibition, % at 25 µM; IC50 in µM for titrated hits; hit rate 0.59% among 330,000; in the data active = a potency from the dose series; inconclusive = inhibition above about 70% without an active follow-up result;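 also: bacterial growth assessed after seven days of incubation; strong numbers were not always called active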
# PhoP GFP inhibition: Inhibition of PhoP regulon, Salmonella typhi GFP reporter cells, confirmation, 4 h (AID 1850) | Salmonella Typhi PhoP-promoter GFP reporter, fluorescence, 4 h; higher % means a stronger effect | one-dose inhibition, % at 50 µM; IC50 in µM for titrated hits | hit rate 0.33% among 310,000; in the data active = a potency from the dose series; inconclusive = inhibition mostly from about 25% at the one dose, without a potency; inactive = the rest, 99 in 100 with inhibition below about 19%;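 also: 0% = induced wells with vehicle and 100% = uninduced wells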
# influenza NS1A: H1N1 influenza NS1A inhibitors, functional cell based assay (AID 504329) | NS1A functional cell-based assay, percent inhibition; higher % means a stronger effect | inhibition, % at 12.5 µM; hits with a dose series show IC50 in µM | hit rate 0.3% among 340,000; in the data active = a potency from the dose series; inconclusive = inhibition above about 27% without an active follow-up result; also: strong numbers were not always called active
# inhibitors of VEEV: inhibitors of VEEV TC-83 cytopathic effect, confirmation, Vero cells (AID 588727). Vero cells, VEEV TC-83 cytopathic effect inhibition; higher % means a stronger effect. inhibition, % at 20 µM; hits with a dose series show IC50 in µM. hit rate 0.13% among 350,000; in the data active = a potency from the dose series; inconclusive = inhibition mostly from about 14% at the one dose, without a potency; inactive = the rest, 99 in 100 with inhibition below about 12%; also: strong numbers were not always called active
# inhibitors of VEEV 10K pilot screen: recorded beside inhibitors of VEEV, whose call it bears; inhibition, %; measured here: 10K pilot screen inhibition
# * = called active by the depositor; i = inactive; ? = inconclusive; . = not tested or not shown.
SMILES,tuberculosis growth,H37Rv inhibition,PhoP GFP inhibition,influenza NS1A,inhibitors of VEEV,others
CCOc1cc(/C=N/NC(=O)C(=O)N2CCCC2)ccc1O,-8%,-7%,9%,-6%,1.9%,
COCC(=O)NCc1nc2ccccc2[nH]1,-10%,-4%,-4%,1%,2.3%,
CCCc1ncc(C(O)(c2ccccc2)c2ccccc2)n1C,8%,3%,-4%,-2%,0.1%,
CC(C)C(OC(=O)c1nsc(Cl)c1Cl)C(=O)NCc1ccccc1 (stereo not drawn),25%,7%,4%,1%,i,
COc1ccc(/C=C2\Sc3ccc(C(=O)NCC4CCCO4)cc3N(C)C2=O)cc1 (stereo not drawn),27%,?,8%,-3%,7.8%,
CCOC(=O)COc1ccc(CCNC(C)=O)cc1,0%,-10%,4%,1%,3.1%,
OC(CN1CCOCC1)Cn1c2c(c3ccccc31)CCCC2 (stereo not drawn),17%,2%,0%,21%,i,
COc1cc(/C=C/C(=O)OCC(=O)NC(=O)NCc2ccco2)ccc1OC(F)F,45%,2%,.,-12%,?,
CCN(CC)CCN1C(=O)C(=O)/C(=C(/O)c2ccc(F)cc2)C1c1cccnc1 (stereo not drawn),-22%,-1%,5%,3%,0.6%,
Cc1cc(C)n(CC(O)Cn2cnc3c2c(=O)n(C)c(=O)n3C)n1 (stereo not drawn),2%,-19%,-8%,0%,i,
COC(=O)c1sccc1-n1cccc1C(=O)C(=O)N1CC(C)OC(C)C1 (stereo not drawn),-6%,-5%,4%,-2%,i,
CCCOc1ccc(C(=O)CCC(=O)OCC(=O)N2CC(=O)Nc3ccccc32)cc1,8%,1%,7%,2%,0.2%,
COc1ccc(/C=N/NC(=O)CN2CCN(Cc3ccccc3)CC2)cc1Br,-9%,5%,1%,3%,i,
CNS(=O)(=O)c1cc(NC(C)=O)c(C)cc1C,1%,5%,-8%,-4%,0.1%,
O=C(NCc1ccccc1)c1onc(CSc2ccccc2)c1C(=O)NCc1ccccc1,25%,-5%,2%,-5%,0.8%,
CN(C)c1nc(N)c([N+](=O)[O-])c(NCC2CCCO2)n1 (stereo not drawn),1%,-6%,1%,.,i,
Cc1c(N(C)S(=O)(=O)c2cccc(C(=O)NC(C)C)c2)c(=O)n(-c2ccccc2)n1C,-12%,-1%,-4%,-4%,0.7%,
CCn1c(O)c(C=Nc2ccccc2)n(-c2ccccc2)c1=S,1%,-9%,-10%,23%,0.7%,
Cc1nnc(SCC(=O)Nc2ccc(S(=O)(=O)N3CCCCC3)cc2)s1,43%,2%,-1%,0%,1.3%,
CC(NC(=O)c1cccnc1)C(=O)N1CCCCC1 (stereo not drawn),-4%,-8%,-10%,-8%,1.2%,
COc1ccc(OC)c(NC(=O)C(=O)NNC(=O)C23CC4CC(CC(C4)C2)C3)c1,5.4µM*,?,5%,.,0.9%,
CSc1nc2nc3c(cc2c(=O)n1-c1ccccc1)COC(C)(C)C3,-7%,0%,12%,1%,4.0%,
CCOc1ccc(-n2nnnc2SCC(=O)N2CCOCC2)cc1,-9%,-6%,-6%,3%,1.7%,
CS(=O)(=O)N(Cc1ccc(C(=O)NC2CCCCC2O)cc1)c1ccccc1 (stereo not drawn),-15%,-5%,-2%,-7%,0.5%,
COc1cccc(CC2(CO)CCCN(Cc3ccccc3-c3ccco3)C2)c1 (stereo not drawn),11%,6%,5%,-9%,0.2%,
COc1ccccc1C(=O)NNC(=O)C(=O)Nc1cccc(Cl)c1C,?,?,-16%,3%,1.2%,
COC(=O)c1cc(NS(=O)(=O)c2ccc(C)c3ccccc23)ccc1N1CCOCC1,10%,2%,10%,0%,i,
C=CCNC(=O)c1onc(CSc2ccccc2)c1C(=O)O,1%,2%,-5%,-15%,0.6%,inhibitors of VEEV 10K pilot screen=0.7
O=C1NC2(CCCCC2)C(=O)N1/N=C/c1ccccc1Br,10%,-3%,3%,-6%,2.1%,
CCOc1ccc(CCNC(=O)C2CC(=O)N(CCc3ccccc3)C2)cc1OCC (stereo not drawn),6%,-12%,-17%,6%,i,
c1ccc(Cn2c(-c3cncs3)nc3ccccc32)cc1,38%,2%,-5%,0%,i,
COc1ccc(-c2cc(=O)oc(-c3cccc(C)c3)n2)cc1,8.2µM*,3%,-22%,0%,4.0%,
COc1ccc(N(CC(=O)NC2CCCCC2)C(=O)CCCC(=O)Nc2ccccn2)cc1,10%,4%,-2%,9%,2.0%,
CC(CCc1ccccc1)NC(=O)CCC(=O)N1CCC(C(N)=O)CC1 (stereo not drawn),4%,-3%,-10%,-9%,i,
COc1ccc(C)cc1NC(=O)C(c1ccccc1)N1CCN(CC(=O)N2CCCC2)CC1 (stereo not drawn),.,.,.,-4%,9.8%,
O=C1c2cc([N+](=O)[O-])ccc2-c2cc(Br)c(N=C(NO)C(F)(F)F)cc21,.,.,.,2%,1.8%,
O=C(NCCO)C(=O)Nc1cc2c3c(c1)CCC(=O)N3CCC2,-2%,2%,-10%,-4%,2.2%,
CCOc1cc(C2NN=C(c3ccc(C)cc3)S2)ccc1O (stereo not drawn),65%,97%,-7%,19%,2.1%,
CCOC(=O)c1cnn(-c2ccccc2)c1-n1cccc1C(=O)C(=O)Nc1ccccc1C(F)(F)F,-1%,1%,4%,7%,5.2%,
O=C(Nc1ccc2c(c1)N(Cc1ccccc1)C(=O)c1ccccc1S2)NC1CC1,22%,-3%,-11%,5%,5.9%,
COc1ccc(-c2nnc(SCCC(=O)O)n2C)cc1OC,-1%,3%,-1%,-3%,1.2%,
CC(=O)Nc1cccc(NC(=O)COc2ccc3c(c2)OCO3)c1,8%,6%,-3%,1%,6.6%,
CCCC(C)C(=O)N(Cc1ccccc1)c1ccccn1 (stereo not drawn),-10%,-5%,-14%,3%,0.1%,
COC(CNC(=O)Cn1ncc2ccsc2c1=O)OC,-6%,2%,3%,-5%,5.8%,
O=C(CN1CCC(C(=O)c2ccc3c(c2)OCCO3)CC1)NC1CCCC1,10%,-7%,-2%,16%,1.5%,

# Nothing new here: entries from further up.
SMILES,tuberculosis growth,H37Rv inhibition,PhoP GFP inhibition,influenza NS1A,inhibitors of VEEV,others
O=C(NCCO)C(=O)Nc1cc2c3c(c1)CCC(=O)N3CCC2,-2%,2%,-10%,-4%,2.2%,
CCOc1cc(C2NN=C(c3ccc(C)cc3)S2)ccc1O (stereo not drawn),65%,97%,-7%,19%,2.1%,
CCOC(=O)c1cnn(-c2ccccc2)c1-n1cccc1C(=O)C(=O)Nc1ccccc1C(F)(F)F,-1%,1%,4%,7%,5.2%,
O=C(Nc1ccc2c(c1)N(Cc1ccccc1)C(=O)c1ccccc1S2)NC1CC1,22%,-3%,-11%,5%,5.9%,
COc1ccc(-c2nnc(SCCC(=O)O)n2C)cc1OC,-1%,3%,-1%,-3%,1.2%,

# 3 compounds already listed, arranged by heavy-atom count, ascending:
SMILES,tuberculosis growth,H37Rv inhibition,PhoP GFP inhibition,influenza NS1A,inhibitors of VEEV,others
O=C(NCCO)C(=O)Nc1cc2c3c(c1)CCC(=O)N3CCC2,-2%,2%,-10%,-4%,2.2%,
O=C1c2cc([N+](=O)[O-])ccc2-c2cc(Br)c(N=C(NO)C(F)(F)F)cc21,.,.,.,2%,1.8%,
CCOC(=O)c1cnn(-c2ccccc2)c1-n1cccc1C(=O)C(=O)Nc1ccccc1C(F)(F)F,-1%,1%,4%,7%,5.2%,

# (further entries)
SMILES,tuberculosis growth,H37Rv inhibition,PhoP GFP inhibition,influenza NS1A,inhibitors of VEEV,others
Cc1nc(NN)nc(NCc2ccccc2)n1,-2%,4%,3%,-5%,0.2%,
COc1ccc(OC)c(C(=O)COC(=O)c2ccccc2O)c1,.,-2%,.,5%,2.5%,
CC(C)(C)c1ccc(OCCC(=O)OCC(=O)Nc2ccc(N3CCOCC3)cc2)cc1,39%,?,-7%,-4%,0.9%,
CC1CCN(CCNC(=O)c2ccc(NC(=O)C3CCCO3)cc2)CC1 (stereo not drawn),-2%,3%,6%,-42%,6.2%,
O=C(CCC(=O)Nc1ccccc1Cl)NNC(=O)c1ccccc1[N+](=O)[O-],-4%,-1%,-7%,-10%,1.4%,
CCC(C)NC(=O)NCc1ccccc1F (stereo not drawn),-8%,-5%,5%,-5%,2.9%,
O=C(CCOc1ccccc1)Nc1ccnn1C1CCN(Cc2ccc(CO)o2)CC1,23%,18%,10%,-5%,1.7%,
O=C(O)CCc1ccc(-c2cccs2)o1,70%,-5%,-5%,8%,1.8%,
COc1ccc(S(=O)(=O)N2CCN(C(=O)C3CCCCC3)CC2)cc1,10%,4%,6%,4%,i,
Cn1cc(/C=C(\C(=O)O)C(C(=O)O)=C2CCCCC2)c2ccccc21,28%,2%,1%,2%,0.6%,
O=C(N/N=C/c1ccccc1O)C(=O)Nc1ccccn1,44%,24%,13%,11µM*,i,
CCCNC(=S)N1CCC(NC(=O)C23CC4CC(CC(C4)C2)C3)CC1,14%,-4%,10%,12%,1.4%,
Cc1ccccc1OCc1csc(N)n1,14%,6%,5%,-10%,0.3%,
COc1cccc(N2C(=O)C(c3ccccc3)=C(c3nc4ccccc4s3)C2NC(C)=O)c1 (stereo not drawn),13%,-2%,7%,0%,3.6%,
Cc1cccc(C)c1NC(=O)CSc1nnc(NC(=O)CN2CCOCC2)s1,-5%,-1%,8%,2%,0.2%,
CC(C)NC(=O)c1cccc(NC(=O)CC2SC(N3CCCCC3)=NC2=O)c1 (stereo not drawn),.,.,.,-7%,1.1%,
Cc1ccc(C(=O)COC(=O)CCc2ccc(S(=O)(=O)N3CCCCC3)cc2)cc1,i,-5%,-8%,-3%,i,
COc1ccc(CCNC(=O)C(NS(=O)(=O)c2cccc3nsnc23)C(C)C)cc1OC (stereo not drawn),-11%,-1%,4%,9%,0.6%,
CC[C@@H]1C=C(C(=O)O)[C@H](c2cccc(C)c2)N1S(=O)(=O)c1ccc(C)cc1,-2%,6%,.,2%,i,
O=C(CSc1nc(-c2ccc(F)cc2)cc(C(F)(F)F)n1)NCCN1CCOCC1,-14%,4%,0%,-15%,1.2%,
Cc1ccccc1-c1n[nH]c(=S)n1/N=C/c1ccc(-c2ccccc2Br)o1,.,.,.,-2%,2.9µM*,
O=C(CCCc1nc(-c2ccccc2)no1)N1CCOCC1,-3%,-11%,-6%,-6%,5.8%,
O=C(CSc1nc(C(F)(F)F)cc(=O)[nH]1)Nc1nccs1,18%,5%,-4%,4%,0.2%,
CN1c2ccccc2C(C)(C)C12CCCC(=O)N2 (stereo not drawn),-8%,-2%,12%,12%,2.2%,
CC1(C)CCC(=O)N2CC[C@H]3C[C@H](OC(=O)Nc4ccccc4)C[C@@H]1[C@H]32,3%,-10%,6%,0%,0.5%,
O=C1COc2ccc(C(=O)c3ccccc3C(=O)NCc3ccccc3)cc2N1,7%,2%,7%,-16%,6.6%,
CCOc1ccc(/C=C2\NC(=S)NC2=O)cc1,59%,-1%,6%,-16%,0.3%,
CCOc1ccc(C(=O)NC(C(=O)NCc2ccccc2OC)C(C)C)cc1 (stereo not drawn),3%,0%,1%,-9%,i,
C=CCNC(=O)c1ccc(C2SCC(=O)N2Cc2ccccc2)cc1 (stereo not drawn),14%,8%,-9%,3%,1.3%,
O=C(C[C@H]1C[C@H](C(=O)N2CCOCC2)[C@@]2(CCC3CCCC3)c3[nH]c4cc(-c5ccco5)ccc4c3CCN2C1=O)NCCc1ccccn1,.,.,.,9%,8.1%,
CCC[N+](C)(C)C(C)C(OC(C)=O)c1ccccc1 (stereo not drawn),7%,-14%,7%,-15%,2.2%,
c1ccc(Cn2nnc3c(N4CCC5(CC4)OCCO5)ncnc32)cc1,10%,7%,3%,13%,i,
O=C(CSc1cccc(C(F)(F)F)c1)Nc1ccc(N2CCOCC2)cc1,68%,3%,.,0%,3.2%,
CC(C)(C)OC(=O)CNC(=O)c1nc[nH]c1C(=O)NCc1ccccc1,31%,0%,10%,5%,0.3%,
CCN(CC)CCSc1nnc2c3ccccc3n(CCc3ccccc3)c2n1,46%,10%,1%,3%,6.7%,
O=C(CNC(=O)c1cccs1)NCC(=O)OCc1ccccc1Br,20%,-2%,1%,-8%,i,
Cc1ccc(C(=O)C=CNNC(=O)c2ccccc2)cc1,2.1µM*,3%,1%,-2%,1.2%,
COc1cccc(CNC(=O)CCCCCNC(=O)N2CCn3c2nc2ccccc23)c1,19%,0%,3%,5%,2.6%,
COc1ccccc1-n1cnnc1SCC(=O)NC1CCCC1,2%,-13%,.,-9%,0.2%,

# Screens deposited in PubChem by Southern Research Specialized Biocontainment Screening Center.
